# Source: PubChem BioAssay (several laboratories)
# FAS-TE inh – blocks the thioesterase domain of human fatty acid synthase | P49327 | recombinant FAS-TE, OMFH fluorogenic substrate, fluorescence endpoint | inhibition, % at 15 µM | 360,000 compounds, 0.67% hits;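 active = compounds whose normalised, plate-corrected inhibition of enzyme fluorescence in the single-dose primary screen is 50% or more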;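 also: 0% = DMSO with enzyme and 100% = substrate without enzyme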
# Target sequence (P49327 whole entry, looked up, the tested form may be a part): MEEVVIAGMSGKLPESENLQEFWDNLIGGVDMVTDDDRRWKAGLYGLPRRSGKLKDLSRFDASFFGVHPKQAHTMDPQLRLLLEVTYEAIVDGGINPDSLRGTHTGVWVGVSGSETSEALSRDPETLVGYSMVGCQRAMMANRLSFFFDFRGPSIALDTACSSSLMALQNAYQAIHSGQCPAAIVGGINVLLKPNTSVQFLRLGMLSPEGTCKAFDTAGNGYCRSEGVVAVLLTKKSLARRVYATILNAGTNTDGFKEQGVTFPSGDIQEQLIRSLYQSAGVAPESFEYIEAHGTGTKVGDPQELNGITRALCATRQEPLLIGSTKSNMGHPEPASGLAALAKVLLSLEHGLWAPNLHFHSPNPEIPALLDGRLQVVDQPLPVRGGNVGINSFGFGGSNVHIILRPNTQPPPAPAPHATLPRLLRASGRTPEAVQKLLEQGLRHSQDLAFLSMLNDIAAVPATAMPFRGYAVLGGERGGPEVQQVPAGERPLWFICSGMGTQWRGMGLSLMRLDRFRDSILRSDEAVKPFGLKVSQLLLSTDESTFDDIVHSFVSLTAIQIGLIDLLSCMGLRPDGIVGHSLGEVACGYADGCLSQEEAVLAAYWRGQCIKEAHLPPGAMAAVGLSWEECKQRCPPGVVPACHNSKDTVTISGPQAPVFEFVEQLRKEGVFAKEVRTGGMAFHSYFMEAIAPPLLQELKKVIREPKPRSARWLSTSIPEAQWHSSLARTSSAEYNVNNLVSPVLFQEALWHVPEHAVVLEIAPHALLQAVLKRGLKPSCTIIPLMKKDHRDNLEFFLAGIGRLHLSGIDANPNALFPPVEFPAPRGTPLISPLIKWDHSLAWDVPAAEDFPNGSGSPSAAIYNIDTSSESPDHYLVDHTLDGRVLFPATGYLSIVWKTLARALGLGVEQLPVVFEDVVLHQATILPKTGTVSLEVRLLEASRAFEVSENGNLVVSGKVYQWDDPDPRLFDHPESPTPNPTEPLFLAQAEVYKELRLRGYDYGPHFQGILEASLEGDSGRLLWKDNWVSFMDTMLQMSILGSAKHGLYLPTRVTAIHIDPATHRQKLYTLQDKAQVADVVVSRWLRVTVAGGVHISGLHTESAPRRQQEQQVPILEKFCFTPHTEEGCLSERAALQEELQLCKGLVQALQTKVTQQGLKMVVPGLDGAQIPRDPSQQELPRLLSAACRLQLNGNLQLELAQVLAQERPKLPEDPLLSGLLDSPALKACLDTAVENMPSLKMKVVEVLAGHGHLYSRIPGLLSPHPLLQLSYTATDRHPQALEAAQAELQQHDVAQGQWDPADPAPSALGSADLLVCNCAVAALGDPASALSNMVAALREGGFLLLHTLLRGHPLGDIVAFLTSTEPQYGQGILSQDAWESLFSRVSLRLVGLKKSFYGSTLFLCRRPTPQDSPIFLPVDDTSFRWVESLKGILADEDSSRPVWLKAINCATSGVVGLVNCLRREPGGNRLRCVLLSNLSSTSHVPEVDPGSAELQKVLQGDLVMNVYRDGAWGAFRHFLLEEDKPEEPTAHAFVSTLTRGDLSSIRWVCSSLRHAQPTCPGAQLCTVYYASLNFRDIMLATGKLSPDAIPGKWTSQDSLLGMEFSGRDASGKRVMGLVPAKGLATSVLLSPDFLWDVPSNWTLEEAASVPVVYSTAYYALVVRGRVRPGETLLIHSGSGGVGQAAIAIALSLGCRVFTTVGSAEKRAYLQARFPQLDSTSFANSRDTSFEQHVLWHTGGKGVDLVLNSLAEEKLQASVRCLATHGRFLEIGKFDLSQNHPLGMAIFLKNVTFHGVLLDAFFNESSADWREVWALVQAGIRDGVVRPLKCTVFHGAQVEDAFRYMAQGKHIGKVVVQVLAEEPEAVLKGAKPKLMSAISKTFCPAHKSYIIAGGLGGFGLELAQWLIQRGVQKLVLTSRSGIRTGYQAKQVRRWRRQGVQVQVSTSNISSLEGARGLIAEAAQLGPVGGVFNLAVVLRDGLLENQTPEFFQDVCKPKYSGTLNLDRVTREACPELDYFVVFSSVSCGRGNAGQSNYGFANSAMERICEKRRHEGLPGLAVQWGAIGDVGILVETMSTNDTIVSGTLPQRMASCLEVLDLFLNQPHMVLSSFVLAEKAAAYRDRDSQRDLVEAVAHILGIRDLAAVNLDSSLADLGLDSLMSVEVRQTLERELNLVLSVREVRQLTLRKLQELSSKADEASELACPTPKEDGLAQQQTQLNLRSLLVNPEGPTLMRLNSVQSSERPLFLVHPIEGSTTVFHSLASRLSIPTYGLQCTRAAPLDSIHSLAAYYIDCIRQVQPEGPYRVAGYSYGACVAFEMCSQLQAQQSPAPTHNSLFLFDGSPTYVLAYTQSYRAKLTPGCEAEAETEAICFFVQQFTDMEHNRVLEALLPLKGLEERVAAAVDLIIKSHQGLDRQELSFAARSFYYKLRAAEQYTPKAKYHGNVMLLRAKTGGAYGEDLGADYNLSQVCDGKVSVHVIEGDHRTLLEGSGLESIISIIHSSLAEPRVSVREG
# MsrA inh – bovine MsrA inhibition; purified bovine MsrA, absorbance read-out; inhibition, % at 15.5 µM; 360,000 compounds, 0.75% hits; in the data active = inhibition above about 4.5%;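 also: 0% = vehicle wells with enzyme and 100% = reference inhibitor wells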
# eLon inh – inhibitors of E. coli Lon protease; purified E. coli Lon protease, fluorescence polarization; inhibition, % at 7.94 µM; 360,000 compounds, 0.42% hits; AID 602123; in the data active = inhibition above about 13%, passing the limit was not always enough;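 also: 0% = enzyme with probe and DMSO and 100% = no enzyme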
# SKN-1 block – C. elegans SKN-1 inhibition; inhibition, % at 21.8 µM; 360,000 compounds, 0.49% hits; C. elegans VP596 Pgst-4::GFP/RFP ratio, acrylamide-induced, 24 h;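 active = interference check ratio from 0.5 to 1.5 plus GFP to RFP signal ratio inhibition reaching or exceeding a fixed threshold, cut at about 30% in these data, passing the limit was not always enough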; also: some compounds called inactive have numbers as strong as hits
# MsrA act – activators of bovine methionine sulfoxide reductase A; purified bovine MsrA, absorbance read-out; 360,000 compounds, 0.3% hits; activation, % at 10.6 µM; in the data active = activation above about 7.5%;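 also: 0% = vehicle and 100% = reference activator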
# Tb MetRS inh – Trypanosoma brucei MetRS inhibition; purified T. brucei MetRS, ATP depletion, Kinase-Glo luminescence; 360,000 compounds, 0.4% hits; inhibition, % at 11.9 µM;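 active = inhibition above a per-plate cutoff of the control wells' mean inhibition plus 3 SD, cut at about 5.5% in these data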;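 also: 0% = DMSO wells median and 100% = median of wells with control inhibitor compound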
#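 Test system: purified T. brucei MetRS enzyme. Also added: ATP, methionine and E. coli bulk tRNA substrates. Compound: 11.9 µM single point. Schedule: 15 min enzyme-compound preincubation, 2 h reaction, 10 min detection, 25 °C. Signal: luciferase luminescence of residual ATP, Kinase-Glo. Evaluation: percent inhibition versus plate control medians. Controls: DMSO wells, low control.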
# MT1-MMP act inh – blocks activation of human MT1-MMP. P50281. HT1080 RFP-PRO-GFP cells, GFP/RFP ratio fluorescence, overnight; percent of plate control window, DMSO zero. GFP/RFP ratio change, % at 20 µM. 360,000 compounds, 0.061% hits. AID 651647;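 active = GFP/RFP ratio change of at least 30% with cell ATP level not reduced by more than half and red fluorescence within 50% of control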; also: strong numbers were not always called active
#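 Assay system: HT1080 RFP-PRO-GFP cells | Dosing: 20 µM single dose, 1% DMSO | Incubation: Cells overnight before dosing, compound overnight, 37 °C, 5% CO2 | Evaluation: GFP/RFP fluorescence ratio | Control set: DMSO-only wells and HT1080 RFP-L50D-GFP cell wells as references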
# MLLE-PAM2 inh – blocks PAM2 peptide binding to the PABP1 MLLE domain | P11940 | GST-MLLE / FITC-PAM2 fluorescence polarization | inhibition, % at 20 µM | 360,000 compounds, 0.36% hits | AID 588489; in the data active = inhibition above about 35%, passing the limit was not always enough;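 also: plate controls were DMSO wells with GST-MLLE for no effect and wells lacking GST-MLLE protein for full effect; some results filed as inactive read as strong as hits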
# NRP1-CendR mod – alters CendR peptide binding to human NRP-1; O14786; FAM-RPARPAR peptide binding to NRP-1, fluorescence polarization; inhibition, % at 25 µM; 360,000 compounds, 0.85% hits; AID 602438;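 active = inhibition or corrected inhibition above about 18%, plus a signal ratio from 0.5 to 1.5, limit read from the data, passing the limit was not always enough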; also: strong numbers were not always called active
# * marks the source's active call; other numbers are inactive results; . = no result given.
1	CC(=O)c1c(C(C)=O)c(C)n(-c2ccc(N)c(C)c2)c1C
2	CN(C)c1cccc2c(S(=O)(=O)NC(=O)[C@H]3O[C@@H](n4cnc5c(N)ncnc54)[C@H](O)[C@@H]3O)cccc12
3	CCCOc1ccc(C2C(C(=O)c3cc4ccccc4o3)=C(O)C(=O)N2c2cc(C)on2)cc1OC (centres undefined)
4	CN(C)/C=N/C(=S)Nc1ccc(Cl)cc1Cl
5	CCc1nn(-c2cc(Oc3cccc4ccccc34)nc(-c3ccccc3)n2)c(N)c1C#N
6	CN(C)c1nc(NC(C)(C)C)nc(SCC(=O)Nc2ccccc2)n1
entry no.	1	2	3	4	5	6
FAS-TE inh	-4	-7	-2	-5	7	11
MsrA inh	-1.0	-0.3	-1.1	-0.2	-0.2	0.3
eLon inh	2	-12	-22	0	-8	-6
SKN-1 block	18	3	5	5	0	12
MsrA act	0	-4	-3	1	2	7.7*
Tb MetRS inh	-0.3	0.0	0.3	0.1	-0.5	-0.7
MT1-MMP act inh	1	2	14	-2	-3	1
MLLE-PAM2 inh	15	4	14	18	-11	-2
NRP1-CendR mod	0	25*	-14	-2	8	-13

7	COC(=O)c1cccc(NC(=O)CSc2nnc(C)n2C)c1
8	O=C(Cn1nc(-c2ccc(Cl)cc2)c2ccccc2c1=O)Nc1cccnc1
9	S=c1[nH]nc(-c2cc(-c3ccccc3)n[nH]2)n1/N=C/c1cccc(Cl)c1
10	CC1Cc2cc(/C(O)=C3/C(=O)C(=O)N(CCCn4ccnc4)C3c3ccc(Br)cc3)ccc2O1 (centres undefined)
11	CCOC(=O)C1=C(COC(=O)c2ccc(OC)c(S(=O)(=O)N3CCOCC3)c2)NC(=O)NC1C (centres undefined)
12	CCCN(C(=O)CSc1nnnn1-c1ccccc1OC)C1CCS(=O)(=O)C1 (centres undefined)
entry no.	7	8	9	10	11	12
FAS-TE inh	-5	5	8	-2	-7	-10
MsrA inh	1.2	-1.2	-0.3	0.7	-1.2	1.0
eLon inh	1	18*	9	4	6	8
SKN-1 block	10	-15	-8	1	2	3
MsrA act	0	-1	-1	-2	-1	-2
Tb MetRS inh	0.1	0.1	-0.2	-0.2	-0.2	-0.5
MT1-MMP act inh	4	2	10	0	1	0
MLLE-PAM2 inh	3	6	-99	-3	-15	-2
NRP1-CendR mod	5	2	-13	-2	-6	1

13	O=C(O)Cc1sc(NC2CCCCC2)nc1-c1ccc(Cl)cc1
14	COc1ccc(S(=O)(=O)c2c(O)c3ccc(C(=O)Nc4ccccc4)cc3[nH]c2=O)cc1
15	Cc1ccc(NC(=O)CN(C)C(=O)COC(=O)C2=COCCO2)cc1
16	COc1ccc(Cl)cc1NC(=O)CCN1CCN(c2ccccc2C)CC1
17	NNC(=O)C1CCN(S(=O)(=O)c2ccc(Cl)cc2)CC1
18	Cc1ccccc1NNC(=O)C(=O)NNc1ccccc1C
entry no.	13	14	15	16	17	18
FAS-TE inh	8	-12	1	35	-4	-4
MsrA inh	1.6	2.8	0.2	-1.3	-1.1	-1.5
eLon inh	-81	3	-2	0	3	4
SKN-1 block	4	-10	18	0	6	2
MsrA act	-3	-3	-2	1	0	-2
Tb MetRS inh	0.0	-0.1	-0.4	0.3	0.0	-0.3
MT1-MMP act inh	-47	-1	1	-3	-1	6
MLLE-PAM2 inh	-138	-7	-12	7	-108	10
NRP1-CendR mod	-162	-3	0	-3	-1	7

19	COc1ccc(OC)c(C(=O)COC(=O)c2ccc(C)o2)c1
20	COc1ccc(C(=O)Nc2ccc(-c3nnn(CC(=O)N4CCN(C(=O)c5ccco5)CC4)n3)cc2)cc1
21	Cc1[nH]c2c(C)cccc2c(=O)c1CN1CCCCCC1
22	CCOc1ccc(N2C(=O)C3C4C=CC(CC4)C3C2=O)c([N+](=O)[O-])c1 (centres undefined)
23	O=C(NCCN1CCN(C(=O)c2cccc(Br)c2)CC1)C(=O)NCc1ccccc1
24	CC(=O)Nc1ccc(NC(=O)c2sc3nc4c(c(-c5ccc(C)cc5)c3c2N)CCC4)cc1
entry no.	19	20	21	22	23	24
FAS-TE inh	0	-2	-2	2	-4	-2
MsrA inh	1.8	0.7	0.2	1.6	0.3	.
eLon inh	-5	-12	5	2	1	-6
SKN-1 block	-4	6	-5	9	3	1
MsrA act	0	2	-6	-3	-3	-3
Tb MetRS inh	-0.5	-0.5	-1.0	-0.1	-0.3	-0.5
MT1-MMP act inh	0	-1	3	3	3	-7
MLLE-PAM2 inh	-16	-26	-1	-1	9	-5
NRP1-CendR mod	2	-15	9	9	15	4

25	COC(=O)c1ccc(Nc2cc(C)nc3ncnn23)cc1
26	CCCCCN(C(=O)CCC(=O)OCC(=O)N(CC#N)c1ccccc1)c1c(N)n(CCCC)c(=O)[nH]c1=O
27	CCC(C(=O)OC)n1cnc2c(nnn2-c2cccc(Cl)c2)c1=O (centres undefined)
28	Cc1ccc(Nc2nc(N)c([N+](=O)[O-])c(NCCO)n2)cc1
29	CC(C)c1ccc(Nc2cnn(C34CC5CC(CC(CC(=O)O)(C5)C3)C4)c(=O)c2Cl)cc1
30	CNC(=O)c1c(C)noc1C
entry no.	25	26	27	28	29	30
FAS-TE inh	-6	-9	-1	0	-55	-6
MsrA inh	0.5	-1.0	0.7	0.0	-0.9	-0.8
eLon inh	0	-10	2	11	-4	8
SKN-1 block	37*	-7	18	14	4	1
MsrA act	-5	-4	0	0	-2	-1
Tb MetRS inh	-0.6	-0.5	4.5	-0.5	-0.7	0.6
MT1-MMP act inh	-2	-4	1	-2	5	-1
MLLE-PAM2 inh	0	-1	0	-9	4	4
NRP1-CendR mod	2	8	0	8	-10	-32

31	O=C(Nc1cccc2cccnc12)c1ccc2sc([C@H]3C[C@H](O)[C@@H](CO)O3)nc2c1
32	CCOC(=O)Nc1cccc(NC(=O)c2cc(OC)cc(OC)c2)c1
33	O=C(c1cccc(S(=O)(=O)N2CCN(c3ccccc3)CC2)c1)N1CCCCCCC1
34	Cc1ccc(-n2c(C)c(C)c3c(NCCN(C)C)ncnc32)cc1
35	O=C1CC(c2ccco2)CC(O)=C1C=NCC1NCCc2ccccc21 (centres undefined)
36	COc1ccc2cc(CN(Cc3cccs3)Cc3nnnn3Cc3ccccc3)c(=O)[nH]c2c1
entry no.	31	32	33	34	35	36
FAS-TE inh	-8	3	11	-5	-5	17
MsrA inh	0.4	1.2	0.7	0.4	-0.5	0.7
eLon inh	-7	9	12	2	4	-12
SKN-1 block	1	8	-6	6	3	-2
MsrA act	-6	-6	-2	-1	-3	-3
Tb MetRS inh	-0.1	-1.3	0.0	-0.6	0.3	0.0
MT1-MMP act inh	2	0	2	0	-6	-4
MLLE-PAM2 inh	4	-3	0	9	-11	7
NRP1-CendR mod	-12	-2	10	7	-13	1

37	CCOc1ccc(-c2nc3n(c(=O)c2C#N)CCCS3)cc1
38	N=C(N)SCc1nc2ccccn2c1Br
39	Cc1ccc(CNC(=O)CSc2nc3c(sc4ccccc43)c(=O)n2CCCN2CCCC2)cc1
40	OC(c1ccccc1)(c1nc(-c2cccc3cccnc23)cs1)C(F)(F)F (centres undefined)
41	CCN(CC)CCNC(=O)c1[nH]c2ccc(OCc3ccccc3)cc2c1C
42	CCCNC(=O)Cn1cccc1C(=O)c1ccccc1
entry no.	37	38	39	40	41	42
FAS-TE inh	2	-12	28	27	-8	-8
MsrA inh	4.5	1.0	0.2	-0.3	-0.2	1.1
eLon inh	-3	-1	-10	-6	-20	-5
SKN-1 block	0	-5	1	27	14	-16
MsrA act	-5	-9	-4	-4	2	-11
Tb MetRS inh	0.1	-0.4	0.2	0.1	0.5	-1.3
MT1-MMP act inh	8	6	-3	1	-5	-1
MLLE-PAM2 inh	-4	17	21	-17	-4	3
NRP1-CendR mod	2	4	-14	-2	-1	11

43	Cc1ccccc1C(=O)NNC(=O)C1CCCN(c2ncccn2)C1 (centres undefined)
44	N#Cc1ccc(-c2csc(NC(=O)c3ccc(N4C(=O)CCC4=O)cc3)n2)cc1
45	CCOC(=O)/C=C/[C@H]1CC2(CCO1)SCCCS2
46	CC1CN(c2cc3nccnc3cc2F)CC(C)O1 (centres undefined)
47	O=C(COC(=O)CNC(=O)c1ccccc1F)Nc1ccc(Cl)cn1
48	CCSc1nc2sc3c(c2c(=O)n1C1CCCCC1)CCN(C)C3
entry no.	43	44	45	46	47	48
FAS-TE inh	-7	-1	1	-1	-5	-7
MsrA inh	0.3	-0.6	-0.6	.	0.0	1.5
eLon inh	4	0	2	7	5	1
SKN-1 block	9	10	10	2	3	-13
MsrA act	-1	-2	-7	-13	0	0
Tb MetRS inh	-0.8	-0.1	0.3	-0.9	-0.3	-0.6
MT1-MMP act inh	5	10	1	-5	-2	-8
MLLE-PAM2 inh	1	-2	7	2	-6	-17
NRP1-CendR mod	15	-4	13	18	-2	-23

49	CN(Cc1ccccc1)C(=O)CN1C(=O)NC2(CCCC2)C1=O
50	CCCCC(=O)Nc1cc([N+](=O)[O-])ccc1Cl
51	O=C(NCc1cccnc1)C1CC(c2cccc(Br)c2)=NO1 (centres undefined)
52	COC(=O)CSc1nc2c(c(-c3ccc(O)cc3)c1C#N)CCCC2
53	CCC1CCCCN1c1cc(C)nc2cc(-c3cccc(C)c3)nn12 (centres undefined)
54	CCOC(=O)c1cnc(-n2nc(C)cc2C)nc1Nc1ccc(O)cc1
55	Cc1ccnn1CCC(=O)N1CCCC(CCC(=O)N2CCN(c3ccccn3)CC2)C1 (centres undefined)
56	Cc1cccc(C)c1N1CCN(S(=O)(=O)c2ccccc2)CC1
entry no.	49	50	51	52	53	54	55	56
FAS-TE inh	-2	41	-7	10	23	-4	-10	21
MsrA inh	0.5	-0.8	-1.4	-0.1	-0.3	-0.8	0.0	-1.1
eLon inh	8	-23	1	3	4	10	11	-4
SKN-1 block	-2	2	-5	11	13	6	1	-16
MsrA act	-6	1	-2	-9	-12	-2	-6	-3
Tb MetRS inh	-0.5	-1.2	-1.4	-0.5	-0.6	-0.4	-0.5	-0.3
MT1-MMP act inh	1	1	-1	-2	-7	-10	2	0
MLLE-PAM2 inh	2	8	8	-2	-8	-4	4	-1
NRP1-CendR mod	4	8	6	-1	0	12	-4	13
